# Nrf2 inh = Nrf2 pathway inhibition | A549 ARE-Fluc reporter, luciferase luminescence, 18-24 h | Potency, µM (doses to about 46 µM), for the others: top-dose activity change, negative = inhibition, usual class: inhibitors | 360,000 compounds, 2.1% hits; further: potency means the concentration at half of the fitted maximal effect; on the % scale 0 is the no-effect control and ±100 the full control effect; nearly all actives have a fitted effect of over 60% in size
#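 A549 ARE_Fluc cells (5000/well, 5% FBS OPTI-MEM) pre-incubated 2 h, then treated with compounds 18-24 h at 37C/5% CO2 in concentration-response. CellTiter-Fluor viability read first; BugLite luciferase luminescence after 15 min at room temperature gives Nrf2 activity.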
# ATXN viability = reduces viability in counter-screen for ATXN expression inhibitors; Potency, µM (series often up to 56.7 µM), most hits filed as cytotoxic; S2 cells (HEK-293 line with an ATXN2-luciferase reporter) viability, CellTiter-Fluor protease fluorescence, 24 h; 400,000 compounds, 0.49% hits; AID 651635; further: potency means the concentration at half of the fitted maximal effect; nearly all actives have a fitted effect of over 40% in size
# MCF10A rereplic = induces DNA re-replication in MCF 10a normal breast cells | MCF 10A DNA re-replication, Hoechst nuclear intensity, 48 h | Potency, µM (titrated, usually from 46.1 µM), inactives show at the highest dose activity, positive = re-replication, actives largely listed as activators | 350,000 compounds, 2.9% hits | AID 624296; further: potency means the concentration at half of the fitted maximal effect; % of control where 0% means no effect; nearly all actives have a fitted effect of over 50% in size
# A549 viability = kills or reduces viability of A549 cells in Nrf2 counter-screen | A549 ARE-Fluc cells, CellTiter-Fluor viability, 18-24 h | Potency, µM (doses to about 46 µM), for inactives: at the top dose activity change, negative = cytotoxicity, actives largely listed as inhibitors | 390,000 compounds, 0.16% hits; further: potency means the concentration at half of the fitted maximal effect; on the % scale 0 is the no-effect control and ±100 the full control effect
#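 A549 ARE_Fluc cells in 5% FBS OPTI-MEM were exposed to compounds in concentration-response for 18-24 h at 37 deg C. Viability was read by CellTiter-Fluor fluorescence (Ex 405/Em 525) after 30 min, before the luciferase read.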
# IL-1B inflam inh = inhibitors of inflammasome signaling (IL-1 beta secretion) | THP-1 LPS/ATP IL-1B secretion, AlphaLISA, 16 h; hits give low values | activity change, % at 57.5 µM | 360,000 compounds, 4.7% hits | AID 743279; in the data active means activity change below about -50%; inconclusive means mostly about -30% to -49%; further: on the % scale 0 is the no-effect control and ±100 the full control effect
#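 Secreted IL-1B measured by AlphaLISA bead assay after 16 h compound exposure of THP-1 cells; compounds (final up to 57.5 uM) added 1 h before LPS (250 ng/mL) and ATP (1.25 mM) stimulation; lower signal means less secretion.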
# ATXN2 expr inh = reduces ATXN2 reporter expression in HEK-293 cells; HEK-293 ATXN2-luciferase reporter, luminescence, 24 h; Potency, µM (top dose mostly 57 µM), without a hit: at the top dose activity change, negative = inhibition, usual class: inhibitors; 360,000 compounds, 0.72% hits; AID 1745845; further: potency means the concentration at half of the fitted maximal effect; on the % scale 0 is the no-effect control and ±100 the full control effect; nearly all actives have a fitted effect of over 55% in size
#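 qHTS (up to 57 uM final) was run with 24 h compound exposure of reporter cells at 37 °C. Each well was multiplexed: SteadyGlo luminescence measured ATXN2-luciferase expression after a fluorogenic Gly-Phe-AFC viability readout (25 uM final).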
# HepG2 tox = counter-screen for TGF-b inhibitors: cytotoxicity in HepG2 cells; HepG2 CAGA-GFP viability, ATP luminescence, 18 h; Potency, µM (series often up to 46.1 µM), inactives show at the top dose activity change, negative = cytotoxicity, most hits filed as cytotoxic; 410,000 compounds, 0.76% hits; AID 588856; further: potency means the concentration at half of the fitted maximal effect; some results filed as inactive show a strong effect at the top dose
#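 HepG2 CAGA-GFP cells (1000/well, DMEM with 1% FBS) received compound, then TGF-beta at 500 pg/mL final, and were incubated 18 hours at 37 degrees C. Viability was read by CellTiter-Glo luminescence. Media-only wells were set as complete cell-killing and DMSO as no toxicity.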
# Nrf2 activator = activates Nrf2 signaling; AREc32 ARE-luciferase reporter (MCF7-derived line), luminescence, 24 h; Potency, µM (titrated, usually from 46.1 µM), for the others: top-dose activation, most hits filed as activators; 410,000 compounds, 0.31% hits; AID 624171; further: potency means the concentration at half of the fitted maximal effect; % of control where 0% means no effect; nearly all actives have a fitted effect of over 65% in size
#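 Cells of the AREc32 ARE-luciferase line are plated in OPTI-MEM containing 5% FBS and left overnight at 37 deg C. Compounds are pinned in, incubation continues 24 hr, and firefly luciferase signal is then measured.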
# TGFb SMAD3 inh = inhibitors of TGF-b signaling; HepG2 CAGA-GFP TGF-b/SMAD3 reporter, GFP fluorescence, 18 h; TGF-beta stimulated, 500 pg/mL final; Potency, µM (series often up to 46.1 µM), inactives show at the highest dose activity, negative = inhibition, hits mostly inhibitors; AID 588855; 410,000 compounds, 1.2% hits; further: potency means the concentration at half of the fitted maximal effect; on the % scale 0 is the no-effect control and ±100 the full control effect; nearly all actives have a fitted effect of over 65% in size
#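 Per well, imaged GFP fluorescence of HEPG2 CAGA-GFP cells gives the signal; cells get compound, then TGF-beta (500 pg/mL final), 18 h at 37 degrees C; %Activity versus -TGF-beta and +DMSO controls.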
# Active calls of the source: *; i = inactive; ? = inconclusive; . = not tested or not shown; & = joins results of further samples; [ ] = dose if it differs, or a comment. Unless noted, the call rests on the fitted dose curve; in most records, active means well fitted curve in the direction sought with a large enough effect; inconclusive means small, poorly fitted or top-dose-only effect, or another doubt; inactive means no such curve, though single readings can be large; an effect the other way counts as inactive or inconclusive.
no.	smiles	Nrf2 inh	ATXN viability	MCF10A rereplic	A549 viability	IL-1B inflam inh
1	COC(=O)CNC(=O)C(Cc1ccccc1)NS(=O)(=O)c1ccc2c(c1)c(=O)n(C)c(=O)n2C (stereo not given)	18%&18%	i	17%	8%&-3%	-17
2	COc1ccc(CCNC(=O)c2ccc3c(c2)CCN3S(=O)(=O)c2ccc(Cl)cc2)cc1	?	i	.	-1%	.
3	COc1ccc(OC)c(CNC(=O)c2cc(=O)[nH]c3ccc(S(=O)(=O)N4CCCCC4C)cc23)c1 (stereo not given)	.	.	.	6%	.
4	COc1ccc2c(c1)[nH]c1c(N3CCSCC3)ncnc12	21µM*	i	?	?	.
5	Cc1c(Br)c(C(=O)NNC(=O)c2ccc(C(C)(C)C)cc2)nn1C	0%	i	6%	-2%	-13
6	Cc1cccn2c(=O)c3cc(C(=O)NCCc4ccccc4)sc3nc12	?	i	?	-26%	4
7	Cc1nc(-c2ccc(Cl)cc2)sc1CCNC(=O)C(=O)Nc1ccc2c(c1)OCCO2	.	i	.	-20%	.
8	O=C(c1cc(F)c(F)cc1Cl)N1CCN(S(=O)(=O)c2cccs2)CC1	-3%	i	-14%	-6%	-12
9	COc1cccc(NS(=O)(=O)c2cc3[nH]c(=O)c(=O)[nH]c3cc2C)c1	2%	i	5%	-5%	0
10	c1ccc(CN(Cc2ccccc2)Cc2nnc(-c3cc4ccccc4[nH]3)s2)cc1	5%&21%	i	-8%	-5%&3%	.

no.	ATXN2 expr inh	HepG2 tox	Nrf2 activator	TGFb SMAD3 inh
1	-10%	-5%&-13%	-0.3%&-0.8%	-17%&2%
2	-9%	-4%	-0.4%	?
3	.	-11%	0.1%	1%
4	?	-30%	2.5%	0%
5	.	-4%	1.2%	-9%
6	0%	4%	7.4%	9%
7	10%	0%	3.3%	3%
8	-6%	-2%	-0.6%	18%
9	.	-20%	-1.1%	-13%
10	10%	4%	-0.8%	0%

# (cont.)
no.	smiles	Nrf2 inh	ATXN viability	MCF10A rereplic	A549 viability	IL-1B inflam inh
11	O=C(COC(=O)c1ccc(Cl)nc1)Nc1cc(S(=O)(=O)N2CCCCC2)ccc1Cl	?	i	3%	3%	23
12	CN(C)CCN(C(=O)c1cccc(N2C(=O)CCC2=O)c1)c1nc2ccc(Br)cc2s1	11%	i	2%	-2%	-11
13	CC(=O)Nc1ccc(C(=O)OCCC(C)C)cc1	6%	i	16%	-10%	3
14	Cn1cnnc1SCC(=O)Nc1ccc(Cl)cc1	2%	i	2%	-7%	0
15	Cc1cc(C)n(-c2nc3ccccc3nc2Nc2cc(Cl)ccc2C)n1	16%	i	.	1%	.
16	Oc1ccccc1-c1cc(-c2ccccc2)no1	?	i	0%	-2%	34
17	CCOC(=O)C1=C(C)NC(C)=C(C(=O)OCC)C1C(=O)OCC(N)=O	-15%	?	-3%	-14%	17
18	O=S(=O)(c1ccc2ncn(O)c2c1)N1CCOCC1	6%	i	?	3%	-23
19	O=C(OCCNc1nc(-c2ccccc2)nc2ccccc12)c1cccnc1	-18%	?	6%	-1%	2
20	O=C(NCCSc1ccccc1)c1ccccc1	?	?	?	-17%	-17

no.	ATXN2 expr inh	HepG2 tox	Nrf2 activator	TGFb SMAD3 inh
11	-21%	2%	0.6%	-9%
12	10%	-37%	1.1%	-2%
13	36%	-32%	3.1%	16%
14	24%	0%	2.2%	-1%
15	2%	10%	2.3%	33%
16	122%[activator]	-8%	?	?
17	-12%	1%	-0.7%	0%
18	-13%	2%	-0.1%	2%
19	.	-13%	14%	-5%
20	20%	-10%	-1.0%	-2%

# The results go on:
no.	smiles	Nrf2 inh	ATXN viability	MCF10A rereplic	A549 viability	IL-1B inflam inh
21	Cc1[nH]c2ccccc2c1C(C#N)(C#N)C1C(=O)c2ccccc2C1=O	-11%	i	?	0%	0
22	CN(C)S(=O)(=O)c1cccc(NC(=O)c2cc(=O)[nH]c(=O)[nH]2)c1	-1%	i	-6%	-1%	13
23	COc1ccccc1OCC(=O)NC1CCCCCC1	?	i	1%	-3%	-10
24	NC(=O)C1CCN(C(=O)CCSc2ccccc2)CC1	10%	i	6%	-5%	-19
25	CCCCN(Cc1ccccc1)C(=O)CN(C)S(=O)(=O)c1ccc2c(c1)c(=O)n(C)c(=O)n2C	8%	i	.	-8%	.
26	CCN(CC)c1ccc(NC(=O)c2cccc(C)c2OC)c(C)c1	.	i	1%	-2%	-22
27	O=C(CSc1nncs1)N1CCN(S(=O)(=O)c2ccccc2)CC1	5%	i	-2%	11%	8
28	CCSc1cc(C)nc2c(-c3ccc(Cl)cc3)c(C)nn12	-10%	i	15µM*	-14%	3
29	CCOC(=O)C(=O)Nc1ccc(OCc2ccccc2)cc1	-4%	i	4%	0%	9
30	CCCc1cc(=O)[nH]c(SCC(=O)Nc2ccc(OC(F)F)cc2)n1	-15%	i	-26%	-7%	11

no.	ATXN2 expr inh	HepG2 tox	Nrf2 activator	TGFb SMAD3 inh
21	-20%	-21%	-0.8%	4%
22	14%	2%	-0.3%	1%
23	53%[activator]	-17%	2.0%	-24%
24	0%	-8%	-0.3%	13%
25	14%	7%	6.8%	?
26	74%[activator]	-11%	0.3%	20%
27	-6%	3%	0.2%	3%
28	-7%	-20%	-0.4%	8%
29	-4%	8%	-1.1%	-24%
30	-1%	-36%	0.0%	16%

# Copied from above, compounds 20–27
no.	smiles	Nrf2 inh	ATXN viability	MCF10A rereplic	A549 viability	IL-1B inflam inh
20	O=C(NCCSc1ccccc1)c1ccccc1	?	?	?	-17%	-17
21	Cc1[nH]c2ccccc2c1C(C#N)(C#N)C1C(=O)c2ccccc2C1=O	-11%	i	?	0%	0
22	CN(C)S(=O)(=O)c1cccc(NC(=O)c2cc(=O)[nH]c(=O)[nH]2)c1	-1%	i	-6%	-1%	13
23	COc1ccccc1OCC(=O)NC1CCCCCC1	?	i	1%	-3%	-10
24	NC(=O)C1CCN(C(=O)CCSc2ccccc2)CC1	10%	i	6%	-5%	-19
25	CCCCN(Cc1ccccc1)C(=O)CN(C)S(=O)(=O)c1ccc2c(c1)c(=O)n(C)c(=O)n2C	8%	i	.	-8%	.
26	CCN(CC)c1ccc(NC(=O)c2cccc(C)c2OC)c(C)c1	.	i	1%	-2%	-22
27	O=C(CSc1nncs1)N1CCN(S(=O)(=O)c2ccccc2)CC1	5%	i	-2%	11%	8

no.	ATXN2 expr inh	HepG2 tox	Nrf2 activator	TGFb SMAD3 inh
20	20%	-10%	-1.0%	-2%
21	-20%	-21%	-0.8%	4%
22	14%	2%	-0.3%	1%
23	53%[activator]	-17%	2.0%	-24%
24	0%	-8%	-0.3%	13%
25	14%	7%	6.8%	?
26	74%[activator]	-11%	0.3%	20%
27	-6%	3%	0.2%	3%

# The list continues:
no.	smiles	Nrf2 inh	ATXN viability	MCF10A rereplic	A549 viability	IL-1B inflam inh
31	Cc1ccc2c(c1)c1c(n2CC(O)CNC(C)(C)C)CCCC1 (stereo not given)	14%	?	-7%	-7%	?
32	Cc1ccc(S(=O)(=O)Nc2cccc(CP(=O)(c3ccccc3)c3ccccc3)c2)cc1	-28%	i	10%	-6%	-24
33	CCc1ccccc1N1CC(c2nc3ccccc3n2CCC2CCCCC2)CC1=O (stereo not given)	?	28µM*	.	?	.
34	COc1ccc(F)cc1S(=O)(=O)Nc1cc2c3c(c1)CC(=O)N3CCC2	-1%	i	0%	-12%	35
35	CCOc1ccc(OCCCC(=O)Nc2nc3ccccc3[nH]2)cc1	7%	i	-2%	-6%	9
36	Cc1ccc(C(=O)NCC(=O)OCCOc2cccc(Cl)c2)cc1	9%	i	-24%	1%	4
37	COc1ccccc1N1CCN(C(=O)c2ccc(CN3CCc4ccccc4C3)cc2)CC1	?	i	?	-1%	-14
38	CCC(=O)Nc1ccc(/C(C)=N/NC(=O)c2c(Br)c(C)nn2C)cc1	7%	i	10%	12%	-3
39	COc1ccc(N2CCN(C(=O)[C@@H]3CCCN3C3=NS(=O)(=O)c4ccccc43)CC2)cc1	8%	i	4%	-1%	-7
40	CCOC(=O)C(Cc1c[nH]c2ccccc12)NC(=O)COc1ccc(Cl)cc1 (stereo not given)	.	.	.	1%	.

no.	ATXN2 expr inh	HepG2 tox	Nrf2 activator	TGFb SMAD3 inh
31	-21%	-63%	-0.3%	?
32	-7%	2%	0.5%	13%
33	?	10µM*	-4.8%	?
34	29%	-16%	9.7%	-22%
35	-3%	-2%	-0.7%	21%
36	6%	-39%	-0.3%	?
37	-6%	-28%	2.7%	-4%
38	-9%	-16%	2.1%	?
39	3%	-46%	-0.1%	14%
40	.	-94%	-1.0%	?

# (cont.)
no.	smiles	Nrf2 inh	ATXN viability	MCF10A rereplic	A549 viability	IL-1B inflam inh
41	O=C(COc1ccccc1[N+](=O)[O-])Nc1ccc(N2CCN(C(=O)c3cccs3)CC2)cc1	5.8µM*	?	22%	-13%	?
42	Cc1c(NS(=O)(=O)c2cc(C(=O)NCc3cccnc3)cc(Cl)c2Cl)c(=O)n(-c2ccccc2)n1C	-15%	?	0%	1%	9
43	O=C(CSCC(=O)NN=Cc1ccccc1O)NN=Cc1ccccc1O	0%	?	15µM*	-5%	38
44	CC(C)CCNC(=O)C1CCC(CNc2c(N3CCCC3)c(=O)c2=O)CC1 (stereo not given)	9%	i	?	1%	8

no.	ATXN2 expr inh	HepG2 tox	Nrf2 activator	TGFb SMAD3 inh
41	?	8%	3.5%	-27%
42	0%	-1%	0.4%	11%
43	?	-10%	0.0%	-21%
44	-5%	-3%	-0.2%	-3%
